NCI-60 one-dose screen, 48 h, at 10 µM unless noted. Numbers give growth in % (100 = growth as untreated, 0 = no growth, -100 = all killed).
HT29: HT29 colon cancer | actives 7.4% (n = 81,000) | AID 1794748
NCI-H460: NCI-H460 lung cancer. AID 1794736. actives 6.8% (n = 82,000)
HCT-116: HCT-116 colon cancer; actives 7.3% (n = 82,000); AID 1794798
NCI-H322M: NCI-H322M lung cancer. actives 2.7% (n = 80,000)
NCI-H226: NCI-H226 lung cancer; AID 1794732; actives 3.5% (n = 79,000)
NCI/ADR-RES: NCI/ADR-RES ovarian cells. actives 4.4% (n = 81,000). AID 1794790
HCT-15: HCT-15 colon cancer | actives 5.2% (n = 82,000)
NCI-H522: NCI-H522 lung cancer. actives 8% (n = 78,000)
COLO 205: COLO 205 colon cancer; actives 7.3% (n = 79,000)
Active calls of the source: *; . = no result given; & = joins results of further samples. How the source made its calls: active means growth percent below 10; inactive means the rest.

SMILES	HT29	NCI-H460	HCT-116	NCI-H322M	NCI-H226	NCI/ADR-RES	HCT-15	NCI-H522	COLO 205
CCOC(=O)c1cn2c3c(c(C)cc(C)c3c1=O)C(=O)CC2	99	98	99	95	95	106	122	81	107
COc1cccc(-c2nc3sccn3c2-c2ccnc(NCCNS(=O)(=O)c3cccc4ccccc34)c2)c1	57	80	64	86	62	46	54	71	75
Nc1ccccc1C(=O)NCCNCCNCCNC(=O)c1ccccc1N	103	114	97	.	111	107	108	85	113
CC12c3ccccc3C(C)(c3ccccc31)C(NS(=O)(=O)c1ccc(Cl)c(Cl)c1)C2O (stereo not drawn)	98	91	90	89	100	95	94	86	109
BrC1[C@H](c2c[nH]c3ccccc23)c2c([nH]c3ccccc23)[C@H]1c1c[nH]c2ccccc12 (stereo partly drawn)	76	75	69	80	85	88	82	65	83
O=C(c1ccccc1)C(CCc1ccccn1)CCc1ccccn1	97	110	94	117	104	105	97	89	105
COCCCN(Cc1cc(OC)c(OC)c(OC)c1)C(=S)Nc1cccc(SC)c1	108	98	89	103	75	78	97	89	116
COc1ccc(C=O)c(Br)c1O	189	120	100	113	.	103	89	87	108
CCCCCCCCCCCCNC(=O)[C@H]1CSC(c2ccc(OC)c(F)c2)N1 (stereo partly drawn)	-83*	-72*	-89*	-98*	-71*	-60*	-82*	-74*	-82*
[2H]C([2H])([2H])Oc1ccc(/C=C/C(=O)/C=C(/C=C/c2ccc(OC([2H])([2H])[2H])c(OC([2H])([2H])[2H])c2OC([2H])([2H])[2H])OB(F)F)c(OC([2H])([2H])[2H])c1OC([2H])([2H])[2H]	38	92	6.6*	98	88	55	40	46	44
COc1cc2c(c(OC)c1OC)C(=O)CC(c1cccc(C(=O)Nc3cccc(Br)c3)c1)O2 (stereo not drawn)	82	.	58	82	85	85	72	52	.
CN1CCN=C1c1ccc(NC(=O)c2ccc(C(=O)Nc3ccc(C4=NCCN4C)cc3)cc2)cc1	99	91	91	92	99	100	108	87	100
c1ccc(Cc2nc3ccccc3[nH]2)cc1	104	107	102	108	106	99	92	95	107
C/C(=C(/c1ccccc1)c1ccc(N2C(=O)c3cccc4c(N5CCN(c6ccccc6)CC5)ccc(c34)C2=O)cc1)c1ccccc1	90	98	85	94	85	92	95	84	96
Cn1cc(C2OC(=O)c3ccccc32)c2ccccc21 (stereo not drawn)	98	107	81	92	98	105	88	85	87
O=C(NC1CC1(c1ccccc1)c1ccccc1)c1ccccc1 (stereo not drawn)	114	94	89	.	101	89	104	113	116
N#Cc1cc(C#N)nc(Cl)n1	99	106	98	107	98	103	108	95	110
CC(=O)Nc1cccc(C(=O)C2=Cc3c(C)c4ccccc4n3Cc3cnnn32)c1	106	102	99	97	88	100	98	98	112
O=C(NNc1ccccc1)c1ccccc1	85&85	85&85	69&80	67	105&93	58&64	41&48	48	65&95
CCOC(=O)/C(C#N)=N\Nc1ccccc1	96	112	97	111	104	104	96	99	111
Cc1[nH]c(C(=O)NCc2cccc(Cl)c2)c2c1C(=O)CCCC2	95	110	99	89	99	105	108	97	106
CCOC(=O)C1=C(c2ccccc2)N(C)C(=O)NC1c1ccc2c(c1)OCO2 (stereo not drawn)	102	105	106	108	90	100	106	92	120
O=C(N/N=C\c1ccc(Cl)cc1)c1ccc2nc(-c3ccc(Cl)cc3)[nH]c2c1	98	99	91	102	81	102	107	92	107
N#Cc1c(Cl)nc(SCc2ccccc2)nc1-c1ccc(Cl)cc1	110	106	105	99	92	102	97	100	119
O=C1NC(=O)C(=NC2C(=O)NC(=O)NC2=O)C(=O)N1	112	100	109	108	101	110	96	93	114

Next part
SMILES	HT29	NCI-H460	HCT-116	NCI-H322M	NCI-H226	NCI/ADR-RES	HCT-15	NCI-H522	COLO 205
Nc1ccc(Nc2ccccc2)c(S(=O)(=O)O)c1	90&102	118&108	98&100	103&119	110&89	94&136	106&105	89&96	86&131
NC(CCCCOc1ccccc1)C(=O)O (stereo not drawn)	96	114	101	104	105	102	100	84	105
Cc1ccc(Cl)cc1NN	95	89	97	79	86	53	82	59	97
COc1ccc(-c2nc3sccn3c2-c2ccnc(NCCCNS(=O)(=O)c3ccc4ccccc4c3)n2)cc1	44	76	60	93	62	54	45	62	58
COc1cc(/C=C2\Oc3cc(OCC(=O)c4ccccc4)ccc3C2=O)cc(OC)c1OC	112	93	106	126	104	97	103	105	146
C[C@]12C=CC(=O)C=C1CCC1C2C(=O)C[C@@]2(C)C1CC[C@]2(O)C(=O)CO (stereo partly drawn)	104	119	108	114	91	110	97	101	113
NNc1cc(Cl)ccc1Cl	129	112	104	114	96	102	105	.	103
CCCCCCCC/C=C/CCCCCCCC(=O)OCCN1C(=O)c2ccccc2C1=O	112	101	99	108	93	111	97	107	104
COc1ccc(C(=S)N2CCN(c3cccc(Cl)c3)CC2)cc1	101	97	89	98	113	104	108	108	141
CC(C)n1ncc2c(N)ncnc21	116	102	105	115	104	99	105	98	108
COc1ccc(N=Nc2nccs2)c(O)c1	40	40	22	88	64	14	25	69	44
CCCOc1ccccc1OCCC	101	106	110	108	101	108	109	96	100
O=C(NNc1nc2cc(F)cc(F)c2n2cccc12)c1ccncn1	24	7.4*	19	29	7.3*	1.4*	25	-12*	12
CCn1cc(C(=O)O)c(=O)c2cc(F)c(N3CCN(CC(=O)Nc4ccc(/C(C)=N/OC)cc4)CC3)cc21	94	104	104	80	98	98	91	85	102
O=c1n(CCn2cnn(-c3ccccc3)c2=O)cnn1-c1ccccc1	103	104	90	84	95	98	101	92	.
O=Cc1c(OCc2cnnn2CC(=O)Nc2ccc(Br)cc2)ccc2ccccc12	98	97	101	96	.	90	80	77	106
c1ccc([C@H]2O[C@@H]2c2ccccc2)cc1	109	104	102	94	97	104	97	108	112
N#C/C(=C\n1c(=S)[nH]c2ccccc21)c1nc2ccccc2s1	100	96	82	93	75	97	108	78	97
COCO[C@@H]1C[C@]23CC[C@@H]4[C@](C)(COC(=O)NCc5ccc(OC)cc5)CCC[C@@]4(C)[C@@H]2CC[C@@]1(C)C3	78	83	62	103	66	61	88	67	88
COc1ccc(Cn2nc(-c3ccc(OC)c(OC)c3)c3c2CCc2cnoc2-3)cc1OC	103	103	93	97	107	85	95	72	128
Cc1ccn2c(NC(C)(C)CC(C)(C)C)c(-c3ccc(C)o3)nc2c1	66	90	65	104	92	89	60	75	89
O=C(Nc1ccnc2ccccc12)c1ccccc1CN1C(=O)c2ccccc2C1=O	103	102	98	90	88	97	93	90	107
O=C(/C=C/c1ccco1)c1cccc(Nc2nc(Nc3ccccc3)nc(Nc3ccccc3)n2)c1	79	8.5*	40	35	99	76	72	79	62
CS(=O)(=O)c1c(Nc2ccccc2)n[nH]c1N	97	110	103	103	105	104	101	100	105
COc1ccc(-c2cc(-c3cccs3)n(N=O)c(=O)c2C#N)cc1	107	102	105	106	100	102	129	93	119

Just NCI-H522 and HT29, for 3 of the compounds above:
Structure,NCI-H522,HT29
CS(=O)(=O)c1c(Nc2ccccc2)n[nH]c1N,100,97
Cc1ccc(Cl)cc1NN,59,95
O=c1n(CCn2cnn(-c3ccccc3)c2=O)cnn1-c1ccccc1,92,103

Later entries:
SMILES	HT29	NCI-H460	HCT-116	NCI-H322M	NCI-H226	NCI/ADR-RES	HCT-15	NCI-H522	COLO 205
COc1ccc2c(c1)O/C(=C\c1cccc(O)c1O)C2=O	104	62	54	72	60	60	31	27	112
COc1ccc(N)cc1S(=O)(=O)O	102	102	89	102	95	.	106	105	.
COc1ccc(Oc2c(OC)cc([N+](=O)[O-])c3ncccc23)cc1	77	94	75	108	95	87	82	.	98
O=COC1CCCCCC1	98	100	101	109	96	102	100	97	104
CC(=O)Nc1cccc(-c2nc3ccccc3n2Cc2ccc(Cl)cc2)c1	88	92	78	86	85	86	84	61	104
CCOC(=O)c1c(NCC(=O)Nc2ccc(Cl)cc2[N+](=O)[O-])sc2c1CCCC2	106	104	96	96	92	97	93	91	104
COC1NC(Cl)=C(C#N)C(C#N)(C#N)C1(C)C (stereo not drawn)	108	114	108	121	108	120	121	104	124
Oc1cccc2ccc(-c3ccccc3)nc12	95	95	95	94	93	102	103	98	.
Nc1ccc(-c2cc3c(Nc4ccc(OCc5cccc(F)c5)c(Cl)c4)ncnc3s2)cc1	84	37	51	27	54	50	33	13	.
COc1ccc(-c2nc(N=Nc3c(O)[nH]c4ccc(Br)cc34)nc(N3CCOCC3)c2C#N)cc1	109	109	93	97	105	96	105	90	111
C=CCC(CCC(CC=C)C(=O)OCC)C(=O)OCC (stereo not drawn)	102	105	100	83	104	109	105	.	110
O=c1cc(CC(O)(C(F)(F)Cl)C(F)(F)Cl)[nH]n1-c1ccccc1	100	104	98	88	96	97	100	84	123
COc1ccc(-c2cc(-c3ccc(C)cc3)nc(NC(=O)c3cccnc3)n2)cc1	103	105	102	109	104	101	101	90	110
Cn1ccnc1C(=O)/C=C/c1ccc(CC(=O)Nc2c(F)c(F)c(F)c(F)c2F)cc1	18	57	25	64	105	57	35	63	84
Ic1ccc(OCCCCn2ccnc2)cc1	27	92	66	85	80	91	75	67	29
NC(=NCCCOc1ccc(Cl)cc1)Nc1ccc(Cl)cc1	1.2*	48	7.0*	32	107	53	56	28	-66*
Nc1ccccc1SC1CC(=O)N(c2cccc(Cl)c2)C1=O (stereo not drawn)	96	100	95	95	86	89	90	.	92
CC[C@H](C)[C@H](NC(=O)[C@H](CCCNC(=N)N)NC(=O)[C@H](Cc1c[nH]c2ccccc12)NC(=O)[C@@H](NC(=O)[C@H](CCCCN)NC(=O)[C@H](CCCCN)NC(=O)[C@@H](NC(=O)[C@@H](NC(=O)[C@@H](NC(=O)[C@H](CCCCN)NC(=O)[C@H](Cc1ccccc1)NC(=O)[C@H](CCCCN)NC(=O)[C@H](CCCCN)NC(=O)[C@H](Cc1ccccc1)NC(=O)[C@@H](NC(=O)[C@@H](N)CCCCN)[C@@H](C)CC)[C@@H](C)O)[C@@H](C)CC)[C@@H](C)CC)C(C)C)C(=O)N[C@@H](Cc1ccccc1)C(=O)NCC(=O)N[C@@H](CCCNC(=N)N)C(=O)N[C@@H](Cc1ccccc1)C(N)=O	-36*	-5.5*	-3.3*	-50*	1.8*	-12*	-43*	14	-55*
N#CC(C#N)N=Nc1ccc(S(=O)(=O)N=C(N)N)cc1	106	107	118	93	94	101	102	97	105
CCOC(=O)C(Cc1ccc(O)c([N+](=O)[O-])c1)N1C(=O)c2ccccc2C1=O (stereo not drawn)	111	106	113	109	115	102	104	110	123
CN1CCCN(C(c2ccccc2)c2ccc(Br)cc2)CC1 (stereo not drawn)	39	83	21	40	78	79	64	91	81
NCCCNc1nc2ccc(Cl)cc2c2c(=O)c3cc(F)ccc3sc12	-12*	-69*	-48*	75	92	66	48	62	32
CCOC(=O)C1=C(c2ccccc2)NC(=O)NC1CN1C(=O)c2ccccc2C1=O (stereo not drawn)	110	105	100	118	105	103	115	108	116
Nc1ccc2c(c1)Cc1cc(Cl)c(Cl)cc1-2	93	53	49	61	92	63	52	.	85
O=C1CCCC1=P(c1ccccc1)(c1ccccc1)c1ccccc1	100	117	112	104	121	101	93	111	110

Overlap with the part before: 6 compounds, followed by the next part.
SMILES	HT29	NCI-H460	HCT-116	NCI-H322M	NCI-H226	NCI/ADR-RES	HCT-15	NCI-H522	COLO 205
CCOC(=O)C(Cc1ccc(O)c([N+](=O)[O-])c1)N1C(=O)c2ccccc2C1=O (stereo not drawn)	111	106	113	109	115	102	104	110	123
CN1CCCN(C(c2ccccc2)c2ccc(Br)cc2)CC1 (stereo not drawn)	39	83	21	40	78	79	64	91	81
NCCCNc1nc2ccc(Cl)cc2c2c(=O)c3cc(F)ccc3sc12	-12*	-69*	-48*	75	92	66	48	62	32
CCOC(=O)C1=C(c2ccccc2)NC(=O)NC1CN1C(=O)c2ccccc2C1=O (stereo not drawn)	110	105	100	118	105	103	115	108	116
Nc1ccc2c(c1)Cc1cc(Cl)c(Cl)cc1-2	93	53	49	61	92	63	52	.	85
O=C1CCCC1=P(c1ccccc1)(c1ccccc1)c1ccccc1	100	117	112	104	121	101	93	111	110
O=C(CCNC(=O)OCc1ccccc1)NC(CSCc1ccccc1)C(=O)O (stereo not drawn)	97	105	102	87	104	101	102	87	110
CC(C)CCC[C@@H](C)C1CCC2C3CCC4=C/C(=N/OCCN(C)C)CC[C@]4(C)C3CC[C@@]21C (stereo partly drawn)	79	98	84	80	96	90	98	66	98
O=C1CCC(Nc2ccc(F)cc2)N1 (stereo not drawn)	97	106	100	99	104	96	99	86	121
COc1cc(/C=C/c2c(C(=O)O)cccc2[N+](=O)[O-])cc(OC)c1OC	114	103	89	99	102	105	100	94	100
COc1cccc(/C=C2\CCc3ccccc3C2=O)c1	77	97	53	98	94	71	87	63	112
CCCCN(CCCC)C1CCCC(OC(=O)NC)C1 (stereo not drawn)	91	108	104	92	108	104	95	96	111
Clc1ccccc1-c1nnc2c(Cc3ccccc3)nc3ccccc3n12	61	19	34	.	86	71	45	89	69
CCCCCCNC(=O)Oc1ccc(/C(=C(\C)c2ccc(Cl)cc2)c2ccc(OCCN3CCCCC3)cc2)cc1	-10*	24	6.1*	85	91	63	8.9*	69	-36*
COC(=O)/C=C1\Sc2ccc(Cl)cc2NC1=O	100	108	89	113	103	107	118	108	.
CCCCc1cn(CC(=O)Nc2nc3ccccc3s2)nn1	107	104	100	.	109	111	109	95	110
O=C(Nc1ccccc1)C(CCCCN1C(=O)c2ccccc2C1=O)N1C(=O)c2ccccc2C1=O (stereo not drawn)	107	109	107	98	95	99	102	95	118

High-throughput results: PubChem BioAssay, NCI
